# High-throughput results from PubChem.
# FUS yeast rescue = qHTS for Suppressors of FUS Proteinopathy: Primary screen using FUS-linked yeast assay. S. cerevisiae FUS-expressing, growth rescue, OD600, 24 h. Potency, µM (top dose mostly 76.6 µM), for inactives: at the top dose growth rescue (activation), hits mostly activators. hit rate 0.24% among 390,000. AID 1347120, 2019; active = well fitted activation curve with a large enough effect; inconclusive = small, poorly fitted or top-dose-only effect; inactive = no such curve, though single readings can be large or run the other way;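 also: plate controls were DMSO vehicle for no effect and reference control for full effect; nearly all actives have a fitted effect of over 55% in size; some results filed as inactive show a strong effect at the top dose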
#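 Steps: raffinose overnight preculture; dilution to OD 0.005 in 2% galactose minimal medium; compound addition (concentration series); 24hr at 30C, 99% humidity; absorbance read at 600 nm.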
# Active calls of the source: *; ? = inconclusive. Potency is read from the fitted curve at half-maximal effect.
SMILES,FUS yeast rescue
CC(C)C[C@@H]1COc2cc(Br)ccc2S(=O)(=O)N1Cc1cn(Cc2ccco2)nn1,-10.0%
COC(=O)[C@]12C[C@H](CC(=O)NCCCCc3ccccc3)C(=O)N(Cc3ccc(Cl)cc3Cl)C1=C[C@H](C(C)C)O[C@@H]2C1CC1,45.0%
COCCCNC(=O)c1ccc2c(c1)NC(=O)C(C)(C)O2,-11.6%
O=C(Nc1ccc2c(c1)OCO2)OC1CCC12CCCCC2 (stereo unspecified),-3.1%
CCOC(=O)[C@]12CCCCC/C=C\1N(Cc1ccc(OC)cc1)C(=O)[C@H]2CC(=O)NCc1cccs1,?
CCCCN1CCN(C(=O)c2ccc(CNC(=O)c3cccc(Br)c3)cc2)CC1,11.1%
O=C(NCCCc1ccccc1)O[C@@H]1CC[C@@]23CCCN2C(=O)CCC[C@H]3C1,6.9%
COC(=O)CC1CCc2cc(C)cc(C(=O)CC(C)C)c2O1 (stereo unspecified),10.5%
CN[C@H]1C[C@H]2c3[nH]c4cccc(-c5cccc(C)c5)c4c3CCN2C(=O)[C@H]1[C@H](C)O,13.6%
CCCCCOc1ccc(/C=N/NC(=O)CSc2nnc(-c3ccc(OC)cc3)n2-c2ccc(C)cc2)cc1,13.0%
N#Cc1cccc(C(=O)N2CCC(Oc3cccnc3)CC2)c1,-12.6%
O=C(CSc1nnc(-c2ccccn2)n1-c1ccccc1)c1ccc(Cl)c(Cl)c1,34.3%
COC[C@@H]1CCCN1c1cccc2c1S(=O)(=O)N(C1CC1)CCCO2,-6.1%
COC(=O)C1=C[C@@H]([C@@H](C)[C@H](OC)c2ccccc2Br)[C@@H]2OCCC[C@H]12,13.0%
COc1cc(F)c(S(=O)(=O)N2CCCN(S(=O)(=O)c3cccc(N)c3)CC2)c(F)c1,15.2%
COc1cc(-n2c(C)nc3cc(C(=O)N4CCCCC4)ccc32)cc(OC)c1OC,9.8%
CN(Cc1ccc(F)cc1)C(=O)CN1C(=O)C2(OCCCO2)c2ccccc21,9.1%
COC(=O)c1cc(-c2ccccc2)c(=O)n2c1CCC2,-5.0%
Cc1nc2sc(C(=O)NCc3nccs3)c(N)c2c(C)c1Cl,2.0%
COc1ccccc1CN[C@@H]1CC[C@@]23CCCN2C(=O)CCC[C@H]3C1,-1.8%

# Entries listed so far with bromine, in the order listed:
SMILES,FUS yeast rescue
CC(C)C[C@@H]1COc2cc(Br)ccc2S(=O)(=O)N1Cc1cn(Cc2ccco2)nn1,-10.0%
CCCCN1CCN(C(=O)c2ccc(CNC(=O)c3cccc(Br)c3)cc2)CC1,11.1%
COC(=O)C1=C[C@@H]([C@@H](C)[C@H](OC)c2ccccc2Br)[C@@H]2OCCC[C@H]12,13.0%

# Following part.
SMILES,FUS yeast rescue
CN1[C@H](Cc2ccccc2)COc2cc(N3CCCC3)ccc2S1(=O)=O,-7.8%
COCCCNC(=O)C[C@H]1C[C@@]2(C(=O)OC)C(=C[C@H](C(C)(C)C)O[C@@H]2C)N(Cc2ccc(Cl)cc2Cl)C1=O,?
C#CCN1C(=O)[C@@](O)(c2cccn2C)c2cc(F)ccc21,4.1%
CCC[C@H]1[C@@H](NC(=O)c2cccc(C(F)(F)F)c2)CC[C@@]23CCCN2C(=O)CCC[C@@H]13,22.2%
CCOC(=O)[C@]12CCCCC/C=C\1N(Cc1ccc(OC)cc1)C(=O)[C@H]2CC(=O)NCCCOC,26.0%
Cn1c(SCC(=O)Nc2ccccc2-c2ccccc2)nnc1-c1cnccn1,29.6%
COC(=O)[C@]12C[C@H](CC(=O)NCCCCc3ccccc3)C(=O)N(Cc3ccc(Cl)cc3Cl)C1=C[C@H](COCc1ccccc1)O[C@@H]2C,20.4%
Cc1sc2nc(COC(=O)CNC(=O)c3ccccc3Cl)[nH]c(=O)c2c1C,9.6%
C#CCN1C(=O)[C@]2(NCCc3c2[nH]c2ccc(OC)cc32)c2cc(F)ccc21,0.6%
Clc1ccc(-c2nnc3n2N=C(c2ccc(-c4ccccc4)cc2)CS3)cc1,-1.0%
COc1ccc(C=Nn2c(-c3n[nH]c4c3CCC4)n[nH]c2=S)cc1OCc1ccccc1,28.6%
C[C@@H]1OC(c2ccccc2)N(C)[C@H]2C[C@H]3c4[nH]c5cccc(-c6ccccc6)c5c4CCN3C[C@@H]12 (stereo partly specified),4.1%
CN1CC(O)([C@H](Cc2ccccc2)NC(=O)OC(C)(C)C)OCC1C(=O)NCc1cccc2ccccc12 (stereo partly specified),29.3%
CCN(CC)C(=O)CC[C@H]1CC[C@]2(CCCN(Cc3cccs3)C2)O1,-6.2%
COc1cccc(/C=C2\CC3(OC(=O)c4cccc(F)c4)CCCN2C3)c1 (stereo unspecified),36.2%
COC(=O)[C@]12C[C@H](CC(=O)NCc3ccccc3)C(=O)N(Cc3ccco3)C1=C[C@H](C(C)(C)C)O[C@@H]2C,?
CC1(c2nnnn2Cc2ccccc2)CCCC(=O)N1Cc1cccs1 (stereo unspecified),?
CC(C)(C)c1ccc(-c2nnc(SCC(=O)Nc3cccc4ccccc34)n2Cc2ccco2)cc1,?
OC(c1ccccc1)(c1ccccc1)C1CCN(CCCNc2cccc(Br)c2)CC1,-25.3%
CC(C)C[C@@H]1COc2cc(Br)ccc2S(=O)(=O)N1Cc1cn(Cc2ccc(C(F)(F)F)cc2)nn1,-19.5%
Cc1ccc(Cn2cc(CN3[C@H](CC(C)C)COc4cc(Br)ccc4S3(=O)=O)nn2)cc1,-0.8%
COc1ccccc1NC(=S)OC1CCC12CCC(c1ccccc1)CC2 (stereo unspecified),18.1%
COc1ccccc1N1CCN(C(=O)c2ccc3c(c2)nc(C)n3-c2cc(OC)c(OC)c(OC)c2)CC1,38.2%
O=C(NCC(c1ccccc1)c1ccccc1)[C@H](Cc1c[nH]c2ccccc12)NC1(C(=O)NC2CCCCC2)CCCCCC1,6.0%
Cc1cc(C)cc(NC(=O)N2CCC(c3nc4ccc(Cl)cc4[nH]3)CC2)c1,29.9%
CCCCCN1CCCCC(NC(=O)c2ccccc2OC)C1=O (stereo unspecified),9.3%
CC(C)Oc1ccc(Oc2ccc(C#C[C@H](C)N3C(=O)c4ccccc4C3=O)cc2)cn1,-1.1%
COc1ccc(/C=C/S(=O)(=O)NCc2ccc(F)cc2)c(CNC(=O)OC(C)(C)C)c1,?
O=C(Nc1ccc2c(c1)OCO2)O[C@@H]1CC[C@@]23CCCN2C(=O)CCC[C@H]3C1,4.9%
COC(=O)[C@]12C[C@H](CC(=O)NCc3ccc(C)o3)C(=O)N(Cc3ccco3)C1=C[C@H](COCc1ccccc1)O[C@@H]2C,?
CC1(c2nnnn2C2CCCCC2)CSCC(=O)N1CCc1ccc(O)cc1 (stereo unspecified),5.9%
O=S(=O)(c1ccc(Cl)s1)N1CCC(c2nc3ccccc3o2)CC1,-7.2%
COc1cccc(/C=C2\CC3(OC(=O)C4CCCC4)CCCN2C3)c1 (stereo unspecified),-6.6%
C[C@H]1[C@H](N(Cc2cccs2)Cc2cccs2)CC[C@@]23CCCN2C(=O)CCC[C@@H]13,5.2%
C#CCNC(=O)C[C@H]1C[C@@]2(C(=O)OC)C(=C[C@H](C(C)C)O[C@@H]2C2CC2)N(Cc2cccc3ccccc23)C1=O,?
C=CCN1[C@@H](CC(C)C)COc2cccc(N3CCSCC3)c2S1(=O)=O,30.9%
C#CCNC(=O)c1cnn(-c2ccccc2)c1N,-27.4%
OC[C@@H]1CC[C@@H]2O[C@H](CCc3ccc(-c4ccc(F)cc4)cc3)[C@H](n3cc(C4CC4)nn3)C[C@@H]2O1,?
CCSc1nnc(-c2ccco2)n1C,-13.5%
COC(=O)[C@]12C[C@H](CC(=O)N3CCN(C(=O)c4ccco4)CC3)C(=O)N(CCc3ccc(OC)c(OC)c3)C1=C[C@H](C(C)(C)C)O[C@@H]2C,?
COC(=O)[C@]12C[C@H](CC(=O)N3CCCCC3)C(=O)N(Cc3cccc4ccccc34)C1=C[C@H](COCc1ccccc1)O[C@@H]2C,?
Cn1c(=O)c2cc(S(=O)(=O)N3CCN(Cc4ccccc4)CC3)ccc2n(C)c1=O,-2.6%
COC(=O)[C@H](C(C)C)N1Cc2nnn(CC3CCCCC3)c2-c2cc(F)ccc2S1(=O)=O,39.0%
COC(=O)C12C=C3CC(C4CC4)=C3C(=O)N1Cc1[nH]c3ccccc3c1C2 (stereo unspecified),14.0%
COc1ccc(C=Nn2c(-c3ccc(F)cc3)n[nH]c2=S)cc1OCc1ccccc1,7.8%
COC(=O)[C@]12C[C@H](CC(=O)N3CCN(C(=O)C4CC4)CC3)C(=O)N(Cc3cccc4ccccc34)C1=C[C@H](C(C)C)O[C@@H]2C1CC1,?
Cc1nn(-c2ccccc2)c2sc(C(=O)N3CCN(C(c4ccccc4)c4ccc(Cl)cc4)CC3)cc12 (stereo unspecified),12.9%
CC1CN(c2ccnc3cc(Cl)ccc23)CCN1C(=O)c1ccc(Cl)cc1 (stereo unspecified),3.7%
Cc1ccc(-c2cc3nc(-c4ccco4)cc(N4CCN(Cc5ccoc5)CC4)n3n2)cc1,?
CCCCCCCCNC(=O)C1CSCCS(=O)(=O)N1Cc1ccccc1 (stereo unspecified),-13.5%

# Additional records:
SMILES,FUS yeast rescue
CC(C)[C@@H]1OC(=O)[C@@H]2CCCN2C(=O)[C@H](C)OC(=O)[C@H](C)[C@@H](C(C)C)NC(=O)[C@@H]2CCCN2C(=O)[C@H]([C@H](C)Cc2ccccc2)NC(=O)[C@@H]2CCCN2C(=O)[C@@H](C(C)C)N(C)C1=O,?
O=C(Nc1nc2ncccn2c1-c1ccc(F)c(F)c1)C1CC1,-18.7%
CCOC(=O)N(C)[C@H]1C[C@H]2c3[nH]c4cccc(-c5cccc(F)c5)c4c3CCN2C(=O)[C@H]1[C@H](C)O,?
Cc1cc(C)cc(N(CC(=O)NC2CCC(C)CC2)S(=O)(=O)c2ccc(C)c(C)c2)c1 (stereo unspecified),0.7%
CCOC(=O)N1CCN(C(=O)C[C@H]2C[C@@]3(C(=O)OC)C(=C[C@H](C(C)(C)C)O[C@@H]3C)N(Cc3cccc4ccccc34)C2=O)CC1,?
O=C(CNC(=O)c1ccccc1)OC(C(=O)Nc1cc([N+](=O)[O-])ccc1F)c1ccccc1 (stereo unspecified),-5.3%
C[C@H]1[C@H](NC(=O)c2ccc(C(C)(C)C)cc2)CC[C@@]23CCCN2C(=O)CCC[C@@H]13,25.3%
O=C(Nc1ccc(F)cc1)Nc1c(-c2ccc(F)cc2)nc2ncccn12,-11.5%
COc1cc(NC(=O)c2[nH]c(C)c(C(C)=O)c2C)c(OC)cc1Cl,-3.7%
Cc1ccc(NC(=O)c2ccc(CS(=O)(=O)Cc3ccccc3C)o2)c(C)c1,16.7%
O=C(CSc1nc2ccccc2s1)NN=Cc1ccc(O)cc1O,-5.3%
CCCC1CCC2(CC1)CCC2OC(=S)NCc1cccc(F)c1 (stereo unspecified),-4.9%
CN1C2=N[C@H](c3ccc(Br)cc3)CC(=O)N2/C(=C\c2ccccc2)[C@@H]1c1ccccc1,41.1%
C=CCN1[C@H](C#N)[C@@H](c2ccccc2)[C@H]1CO,-12.7%
O=C(NC1CCCCN(Cc2ccc(OC(F)(F)F)cc2)C1=O)c1ccc2ccccc2c1 (stereo unspecified),?
CCCC[C@H]1C2CC(OC(=O)Nc3ccccc3C(F)(F)F)C(C2)[C@H]2CCCCN21 (stereo partly specified),3.6%
N#Cc1ccc(/C=C2\CC3(OC(=O)c4ccccc4)CCCN2C3)cc1 (stereo unspecified),16.4%
O=C(NCC(c1ccccc1)c1ccccc1)[C@H](Cc1ccccc1)NC1(C(=O)NC2CCCCC2)CCOCC1,43.7%
COC(=O)[C@]12C[C@H](CC(=O)N3CCSCC3)C(=O)N(CCc3ccc(OC)c(OC)c3)C1=C[C@H](COCc1ccccc1)O[C@@H]2C,?
O=C(Cn1nnc(-c2ccncc2)n1)Nc1ccc(Cl)cc1,-0.1%
CCOC(=O)[C@]12CCCCC/C=C\1N(CCc1ccc(Cl)cc1)C(=O)[C@H]2CC(=O)NCc1cccc(C(F)(F)F)c1,39.8%
Cc1ccc(-n2c(SCC(=O)Nc3ccc(S(=O)(=O)Nc4nccs4)cc3)nnc2-c2ccncc2)cc1,?
CCOc1ccc(-n2c(SCC(=O)Nc3ccc4cn[nH]c4c3)nnc2-c2ccc(C(C)(C)C)cc2)cc1,9.4%
C#CCCC(=O)O[C@H]1CCC[C@@]2(C(=O)N(Cc3ccccc3)c3ccccc32)[C@H]1NC(=O)CCc1ccccc1,42.2%
Nn1c(SCC(=O)NC2CCCCC2)nnc1-c1cc(-c2ccccc2)n[nH]1,13.8%
Cc1ccccc1CS(=O)(=O)Cc1ccc(C(=O)Nc2cccc(C)c2C)o1,22.3%
COc1ccc(C2C(C(=O)Nc3cc(OC)c(OC)c(OC)c3)CCC(=O)N2c2ccc(OC)cc2)cc1 (stereo unspecified),21.0%
CCOC(=O)CC[C@@H]1CC[C@]2(CCCN(S(=O)(=O)c3ccccc3)C2)O1,5.3%
COCCNC[C@@]12CO[C@H](c3ccc(Cl)cc3)N1[C@@H](c1ccc(Cl)cc1)SC2,-7.7%
Cc1ccc(-c2cc(-c3nnc(SCC(=O)Nc4nccs4)n3N)[nH]n2)cc1,11.1%
COc1cc(NC(=O)C2CCCN(S(=O)(=O)c3cccs3)C2)cc(OC)c1 (stereo unspecified),20.0%

# Random excerpt: 5 records from the list.
SMILES,FUS yeast rescue
Nn1c(SCC(=O)NC2CCCCC2)nnc1-c1cc(-c2ccccc2)n[nH]1,13.8%
COc1ccc(C2C(C(=O)Nc3cc(OC)c(OC)c(OC)c3)CCC(=O)N2c2ccc(OC)cc2)cc1 (stereo unspecified),21.0%
CCOc1ccc(-n2c(SCC(=O)Nc3ccc4cn[nH]c4c3)nnc2-c2ccc(C(C)(C)C)cc2)cc1,9.4%
COCCNC[C@@]12CO[C@H](c3ccc(Cl)cc3)N1[C@@H](c1ccc(Cl)cc1)SC2,-7.7%
Cc1ccc(-n2c(SCC(=O)Nc3ccc(S(=O)(=O)Nc4nccs4)cc3)nnc2-c2ccncc2)cc1,?

# A portion of the library; the hit share may differ from the screen's.
